Assay outcomes: PubChem, National Center for Advancing Translational Sciences (NCATS)
PTHR1 agonist: activates the human parathyroid hormone receptor PTHR1 | HEK293 GP2 PTHR1 cells, GloSensor cAMP luminescence, 1 h | actives 0.075% (n = 410,000) | Potency, µM (doses to about 115 µM), for the others: at the highest dose activation, hits mostly activators | Q03431; note: potency is the fitted concentration of half-maximal effect; nearly all actives have a fitted effect of over 55% in size; some results filed as inactive show a strong effect at the top dose; inactives centre near -15; many of its hits are not listed in these tables
Target sequence (Q03431 whole entry, looked up): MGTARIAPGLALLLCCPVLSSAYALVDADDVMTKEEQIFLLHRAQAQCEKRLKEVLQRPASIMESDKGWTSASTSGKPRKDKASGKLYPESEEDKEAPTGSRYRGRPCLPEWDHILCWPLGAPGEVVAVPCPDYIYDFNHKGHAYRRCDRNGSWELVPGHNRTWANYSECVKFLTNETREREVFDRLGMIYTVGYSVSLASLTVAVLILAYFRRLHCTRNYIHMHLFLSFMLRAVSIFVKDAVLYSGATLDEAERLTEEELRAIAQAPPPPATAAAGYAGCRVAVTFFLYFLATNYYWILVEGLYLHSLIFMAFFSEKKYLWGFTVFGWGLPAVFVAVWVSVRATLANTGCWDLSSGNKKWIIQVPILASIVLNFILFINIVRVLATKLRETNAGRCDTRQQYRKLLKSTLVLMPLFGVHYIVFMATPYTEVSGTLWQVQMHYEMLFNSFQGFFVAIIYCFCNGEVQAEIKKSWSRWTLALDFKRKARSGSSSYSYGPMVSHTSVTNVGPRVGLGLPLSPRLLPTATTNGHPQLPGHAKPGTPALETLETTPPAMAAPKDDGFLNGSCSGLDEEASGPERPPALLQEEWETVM
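HEK-293-derived GP2 cells expressing PTHR1 and a GloSensor cAMP reporter, 3,000/well, plated overnight, given luciferin plus IBMX (each 0.5 mM as added) for 1 h at 37 °C, then compound for 1 h at 37 °C. Luminescence was read after 15 min at room temperature.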
EPAC1 agonist: EPAC1 (human) agonism. O95398. EPAC1 agonist qHTS, biochemical assay; response scale: 100% = response to 6.5 mM cAMP. Potency, µM (titrated, usually from 154 µM), for the others: at the highest dose activation, most hits filed as activators. actives 0.073% (n = 360,000). AID 720707; note: potency is the fitted concentration of half-maximal effect; nearly all actives have a fitted effect of over 60% in size
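Normalized to 6.5 mM cAMP, activity reflects EPAC1-catalysed release of BODIPY-GDP from Rap1B, followed kinetically over 30 min at 480 nm excitation, 540 nm emission. Reaction contained 100 nM EPAC1, 250 nM Rap1B-BODIPY-GDP, 50 uM GDP.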
HEK293 tox: cytotoxicity in counter-screen for GLP-1R inverse agonists. HEK293 cAMP-luciferase reporter cells, luminescence, 24 h. Potency, µM (titrated, usually from 38.3 µM), for inactives: at the top dose activity change, negative = inhibition, most hits filed as inhibitors. actives 0.13% (n = 410,000). AID 624418;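 note: loss of luciferase light is scored as toxicity; potency is the fitted concentration of half-maximal effect; % is set by controls: 0 for no effect and ±100 for the full control effect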
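1536-well qHTS counterscreen of the MLSMR; 200 cells/uL, 12 h pre-incubation, 23 nL cpd, 24 h at 37 deg C 5% CO2, luciferase detection reagent, 12 min RT, luminescence. Inhibition = undesired.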
GLP1R inv ag: GLP-1 receptor (human) inverse agonism; P43220; HEK293 GLP-1R CRE-luciferase, luminescence, 24 h; GLP-1R form is constitutively active; Potency, µM (titrated, usually from 38.3 µM), for the others: at the highest dose activity change, negative = inhibition, most hits filed as inhibitors; actives 1.6% (n = 410,000); AID 624417; note: potency is the fitted concentration of half-maximal effect; % is set by controls: 0 for no effect and ±100 for the full control effect; nearly all actives have a fitted effect of over 55% in size
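Readout was luciferase luminescence, measured 12 min after detection reagent at room temperature. Beforehand, GLP-1R reporter HEK293 cells had sat 12 h, then received compounds for 24 hr at 37 deg C.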
GLP-1R agonist: activates the human GLP-1 receptor. AID 624172. P43220. Potency, µM (titrated, usually from 45.6 µM), for the others: at the top dose activation, hits mostly activators. actives 0.007% (n = 380,000). HEK293 GLP-1R CRE-luciferase, luminescence, 4-6 h; cells express a hypersensitive GLP-1R form; note: potency is the fitted concentration of half-maximal effect; % of control where 0% means no effect
PLK1 PBD inh: PLK1 (human) polo-box domain binding inhibition | P53350 | Plk1 PBD binding of FITC phosphopeptide, fluorescence polarization | Potency, µM, inactives show max response, negative = inhibition, most hits filed as inhibitors | actives 2.8% (n = 360,000) | AID 720504; note: potency is the fitted concentration of half-maximal effect; series mostly up to about 57 µM; % is set by controls: 0 for no effect and ±100 for the full control effect; nearly all actives have a fitted effect of over 65% in size
PI5P4Ka inh: PI5P4K alpha (human) kinase inhibition; actives 1.2% (n = 330,000); AID 652105; max response, %; P48426; PI5P4Kalpha enzyme, ADP-Glo luminescence, 60 min; active compounds read low; active = max response of -50% or lower; inconclusive = between -30% and -50%; inactive = -30% or higher; note: value at the top dose of about 77 µM; % is set by controls: 0 for no effect and ±100 for the full control effect
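Reactions run in 0.038 M HEPES pH 7.4, 0.28 mM EGTA, 0.1% CHAPS and 5% DMSO, with PI5P4Kalpha, substrate, compound and 5 microM ATP final, one hour at room temperature. Readout is ADP-Glo luminescence.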
EPAC1 antag: blocks human EPAC1 exchange factor | O95398 | EPAC1 GEF assay, Rap1b-BODIPY-GDP exchange fluorescence | Potency, µM (doses to about 115 µM), for inactives: at the highest dose activity change, negative = inhibition, hits mostly inhibitors | actives 0.14% (n = 360,000);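 note: potency is the fitted concentration of half-maximal effect; plate controls were vehicle for no effect and positive control for full effect; nearly all actives have a fitted effect of over 50% in size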
IL2 activator: activators of IL-2; activation, % (series mostly up to about 46 µM); AID 652025; IL-2 activation reporter assay, cell-based qHTS; stimulated with anti-CD3/CD4/CD28 beads; in transgenic mouse T cells; actives 0.065% (n = 360,000); in the data active = activation above about 50%; inconclusive = mostly about 30% to 49%; note: 0% is about no effect
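Unstimulated transgenic mouse T cells preincubated 60 min with compound, then stimulated with anti-CD3/anti-CD4-coated beads plus anti-CD28 for 18 h at 37 degrees C. IL-2 response read as EGFP and DsRed fluorescence by plate cytometry.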
An asterisk follows results filed as active; i = inactive; ? = inconclusive; . = no result given; [ ] = dose if it differs, or a comment. Unless noted, calls come from the whole dose curve; as a rule, active = well fitted curve in the direction sought with a large enough effect; inconclusive = small, poorly fitted or top-dose-only effect, or another doubt; inactive = no such curve, though single readings can be large; an effect the other way counts as inactive or inconclusive. These rows are one share of the data; rates above refer to the full screens.

SMILES	PTHR1 agonist	EPAC1 agonist	HEK293 tox	GLP1R inv ag	GLP-1R agonist	PLK1 PBD inh	PI5P4Ka inh	EPAC1 antag	IL2 activator
CCOC(=O)C1CCCN(C(=O)Cn2ncc3c(=O)oc4ccc(C)cc4c32)C1 (stereo not given)	-19%	-7%	4%	7%	5%	-5%	2	0%	0.6
O=c1c(C(c2ccc(O)cc2)c2c(O)nc3n(c2=O)CCS3)c(O)nc2n1CCS2	20%[57.5 µM]	0%	15%	0%	0%	6µM*	-59*	-16%	-0.6
CCN(CC(=O)Nc1ccc(OC)cc1)CC(=O)Nc1sc2c(c1C(=O)OC)CCCC2	i	-3%	?	?	9%	-4%	-6	-1%	-0.7
COc1ccc(N2CCN(CCOc3ccc4c(C)cc(=O)oc4c3)CC2)cc1	i	9%	4%	19%	3%	-3%	-6	-8%	-1.2
CCOc1ccc2nc(N3CCC(C(=O)N4CCN(c5ccccn5)CC4)CC3)sc2c1	-36%[inhibitor]	-12%	-4%	?	-5%	0%	-3	-15%	-3.4
C#CCN(C[C@@H]1[C@@H](OC(=O)NCCCCCC)[C@@H](OC(=O)NCCCCCC)Cn2c(=O)ccc(=O)n21)S(=O)(=O)c1ccc(C)cc1	-50%[inhibitor]	-30%	?	?	-8%	-8%	5	?	-4.0
O=C(NCCCn1ccnc1)C(=O)NCC1OCCN1S(=O)(=O)c1ccc(F)cc1 (stereo not given)	-21%	-5%	-10%	-3%	5%	-7%	-2	4%	1.4
Nc1c(-c2ccccc2)cnn1-c1ccccc1	-15%	4%	-2%	-8%	9%	-7%	-24	-10%	-1.4
O=C(CN1CCN(Cc2ccc(Cl)cc2)C1=O)NCc1cccs1	-16%	-13%	-13%	-15%	9%	-4%	-3	0%	-0.1
CCOc1cc(/C=N/NC(=O)CN2CCCCC2)ccc1O	-16%	-1%	0%	-1%	0%	-5%	-5	-7%	0.7
COC(=O)C1=CN(C2CCCCC2)C=C(C(=O)OC)C1c1ccc2c(c1)OCO2	-7%	11%	10%	13%	0%	-6%	1	-14%	-0.8
CSCC[C@H](NC(=O)OC(C)(C)C)C(=O)NCC1CCC(C(=O)O)CC1 (stereo not given in full)	?	-4%	1%	-25%	0%	-14%	4	-8%	-1.4
Cc1ccc(CN2CCNC(=O)C2CC(=O)N(C)C2CCOCC2)cc1 (stereo not given)	i	-10%	4%	20%	2%	-2%	0	-6%	0.6
Cc1ccccc1NC(=O)C1CCN(C(=O)NC2CCCCC2)CC1	i	-3%	-2%	-16%	4%	2%	3	4%	0.1
CCOC(=O)c1c(C)nc(-c2ccccc2)nc1NC(=O)C(C)C	-4%	12%	5%	-8%	4%	-5%	3	-12%	-0.9
CC(OC(=O)c1ccc(Cl)c(S(N)(=O)=O)c1)C(=O)NCc1ccc2c(c1)OCO2 (stereo not given)	-7%	5%	-7%	-29%	9%	-12%	1	-17%	1.1
Cc1cc(C)cc(OCC(=O)N(Cc2ccccc2)C2CCS(=O)(=O)C2)c1 (stereo not given)	i	1%	-5%	-26%	2%	-3%	3	11%	2.9
CCOC(=O)c1noc2nc(C)n(CC(=O)Nc3ccc(OC)c(Cl)c3)c(=O)c12	i	.	0%	9%	-4%	.	.	.	.
C[n+]1cc[nH]c1SCC(=O)c1ccc(Cl)cc1	-18%	-5%	-15%	12%	11%	-27%	-7	3%	1.2
O=C1CCCN1CCCNS(=O)(=O)c1ccc(F)cc1F	i	6%	-19%	-9%	-3%	1%	3	-16%	-2.2
O=C1CC2(CCOCC2)Oc2ccc3ccccc3c21	-26%	-1%	5%	10%	3%	3%	0	0%	-0.7
CC(C)[C@H](NC(=O)c1ccccc1F)C(=O)OCCN1C(=O)c2ccccc2C1=O	-63%[inhibitor]	-4%	10%	21%	15%	-9%	20	-4%	-1.6
CCOCCCn1c(=N)c(C(=O)NC2CCCC2)cc2c(=O)n3cc(C)ccc3nc21	i	.	29%	6%	-1%	.	.	.	.
COc1cc(CC(=O)OCC(=O)NC2CCCC2)cc(OC)c1OC	i	-9%	5%	-3%	1%	2%	3	-9%	1.0
Cc1ccc(NC(=O)CCNS(=O)(=O)c2cc(Br)cnc2N)cc1Cl	-71%[inhibitor]	-6%	?	0%	0%	-2%	15	-2%	-2.5
CC1CCN(C(=O)c2ccccc2NC(=O)Nc2ccccc2)CC1	i	-7%	8%	-9%	6%	-2%	-12	1%	-0.3

2 records picked at random from the list so far, as already listed:
SMILES	PTHR1 agonist	EPAC1 agonist	HEK293 tox	GLP1R inv ag	GLP-1R agonist	PLK1 PBD inh	PI5P4Ka inh	EPAC1 antag	IL2 activator
CSCC[C@H](NC(=O)OC(C)(C)C)C(=O)NCC1CCC(C(=O)O)CC1 (stereo not given in full)	?	-4%	1%	-25%	0%	-14%	4	-8%	-1.4
CC1CCN(C(=O)c2ccccc2NC(=O)Nc2ccccc2)CC1	i	-7%	8%	-9%	6%	-2%	-12	1%	-0.3

Complete entries, looked up by structure. Screens in order: PTHR1 agonist	EPAC1 agonist	HEK293 tox	GLP1R inv ag	GLP-1R agonist	PLK1 PBD inh	PI5P4Ka inh	EPAC1 antag	IL2 activator
Entry for Nc1c(-c2ccccc2)cnn1-c1ccccc1 : -15%	4%	-2%	-8%	9%	-7%	-24	-10%	-1.4
Entry for COc1cc(CC(=O)OCC(=O)NC2CCCC2)cc(OC)c1OC : i	-9%	5%	-3%	1%	2%	3	-9%	1.0

Results in EPAC1 antag, HEK293 tox and EPAC1 agonist, for 3 of the compounds above:
SMILES	EPAC1 antag	HEK293 tox	EPAC1 agonist
Cc1ccccc1NC(=O)C1CCN(C(=O)NC2CCCCC2)CC1	4%	-2%	-3%
C[n+]1cc[nH]c1SCC(=O)c1ccc(Cl)cc1	3%	-15%	-5%
Cc1ccc(NC(=O)CCNS(=O)(=O)c2cc(Br)cnc2N)cc1Cl	-2%	?	-6%
